Assay outcomes from PubChem.
hgDAF12 agonist = H. glycines DAF-12 receptor agonists, primary screen, cell-based, luminescence, HEK293, GAL4 fusion, UAS-luciferase | activation, % at 6.8 µM | 370,000 compounds, 1.8% hits | Nuclear hormone receptor DAF-12 (Heterodera glycines), GAL4 fusion | HEK293 GAL4-hgDAF12 UAS-luciferase reporter, agonist luminescence; normalized to butyrate control;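 active = activation above a cutoff set at the mean of all screened compounds plus 3 SD, cut at about 10% in these data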;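 also: 0% = DMSO wells and 100% = sodium butyrate wells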
GC-A act = GC-A stimulated cGMP production enhancers – HEK293 GC-A cells, cGMP TR-FRET, EC30 ANP, primary screen | 370,000 compounds, 0.14% hits | activation, % at 10 µM | AID 1671463, 2021 | Atrial natriuretic peptide receptor 1 (Homo sapiens), P16066 | 0% at EC30 ANP, 100% saturating ANP; in the data active = activation above about 40%
Target sequence (P16066 whole entry, looked up): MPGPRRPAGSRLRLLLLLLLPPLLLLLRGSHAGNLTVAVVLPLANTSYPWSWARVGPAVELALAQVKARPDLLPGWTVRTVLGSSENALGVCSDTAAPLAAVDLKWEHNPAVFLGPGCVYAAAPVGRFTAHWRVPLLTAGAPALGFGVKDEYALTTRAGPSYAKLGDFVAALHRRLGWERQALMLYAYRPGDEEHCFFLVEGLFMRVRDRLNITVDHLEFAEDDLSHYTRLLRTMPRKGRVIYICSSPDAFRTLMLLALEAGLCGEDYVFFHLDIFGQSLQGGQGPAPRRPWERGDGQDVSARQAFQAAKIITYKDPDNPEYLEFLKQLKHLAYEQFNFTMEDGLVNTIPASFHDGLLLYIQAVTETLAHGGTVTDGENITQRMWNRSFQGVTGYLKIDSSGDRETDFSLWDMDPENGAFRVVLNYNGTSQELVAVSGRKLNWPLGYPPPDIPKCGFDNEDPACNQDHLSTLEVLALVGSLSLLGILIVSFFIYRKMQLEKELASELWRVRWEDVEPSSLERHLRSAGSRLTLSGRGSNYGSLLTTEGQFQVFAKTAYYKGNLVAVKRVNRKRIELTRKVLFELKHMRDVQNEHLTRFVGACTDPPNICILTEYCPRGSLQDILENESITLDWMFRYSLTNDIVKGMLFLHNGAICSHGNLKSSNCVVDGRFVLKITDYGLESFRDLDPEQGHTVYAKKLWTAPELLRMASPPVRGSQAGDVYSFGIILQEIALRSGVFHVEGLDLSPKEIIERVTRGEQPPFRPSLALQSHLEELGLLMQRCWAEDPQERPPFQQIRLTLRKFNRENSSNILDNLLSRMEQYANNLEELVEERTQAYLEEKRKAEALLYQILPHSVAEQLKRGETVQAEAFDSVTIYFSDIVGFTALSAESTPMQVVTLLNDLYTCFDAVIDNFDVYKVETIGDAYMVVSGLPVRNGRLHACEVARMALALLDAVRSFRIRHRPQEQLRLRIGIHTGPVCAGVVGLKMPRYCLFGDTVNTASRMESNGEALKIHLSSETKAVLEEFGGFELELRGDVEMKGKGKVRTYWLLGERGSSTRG
PG9 Ab binder = binders of HIV-1 gp120 antibody PG9, primary screen, biochemical, TR-FRET; HIV-1 gp120 / PG9 antibody interaction; TR-FRET gp120-PG9 antibody binding; 360,000 compounds, 0.43% hits; inhibition, % at 6.7 µM; in the data active = inhibition above about 8.5%
GAA850 FXN act = FXN promoter activators, primary screen, cell-based, luciferase luminescence, HEK293 lucGAA850; HEK293 lucGAA850 FXN promoter luciferase reporter, 24 h; percent of 10 µM SAHA response; activation, % at 6 µM; 360,000 compounds, 0.56% hits; AID 540364, 2011;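 active = activation above the average of all compounds screened plus 3 SD, cutoff fixed separately per campaign, cut at about 7.5% in these data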;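 also: 0% = DMSO wells and 100% = 10 µM SAHA wells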
ADAM10 inh = human ADAM10 inhibitors, primary screen, biochemical, QFRET, HTS | 370,000 compounds, 0.62% hits | recombinant ADAM10, EDANS/DABCYL FRET peptide cleavage, 3 h | inhibition, % at 7 µM | Disintegrin and metalloproteinase domain-containing protein 10 (Homo sapiens), O14672 | AID 720582, 2013;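 active = inhibition above a per-campaign cutoff equal to the mean of compounds falling between control-based bounds plus 3 SD, cut at about 20% in these data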;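 also: 0% = DMSO wells while the 100% control is not disclosed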
ADAM17 inh = ADAM17 inhibitors, primary screen, biochemical, QFRET; Disintegrin and metalloproteinase domain-containing protein 17 (Homo sapiens), P78536; recombinant ADAM17, EDANS/DABCYL FRET peptide cleavage; inhibition, % at 6.95 µM; 370,000 compounds, 0.83% hits;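 active = inhibition above the mean of compounds lying between control limits plus 3 SD, set per campaign, cut at about 8.5% in these data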;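 also: 0% = DMSO-only wells as the low control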
DAX1 inh-1 = DAX1 (NR0B1) inhibitors, primary screen, cell-based, HEK293, Gal4-DAX1, luciferase luminescence; AID 504766, 2011; Nuclear receptor subfamily 0 group B member 1 (Homo sapiens), P51843; HEK293 Gal4-DAX1 luciferase reporter; 340,000 compounds, 0.99% hits; inhibition, % at 6.75 µM;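 active = inhibition above the mean over all tested compounds plus 3 SD, cut at about 4.2% in these data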;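 also: 0% = DAX1-transfected cells with DMSO and 100% = empty-vector control cells with DMSO; inhibition shows as a rise in luminescence from relieved DAX1 repression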
DAX1 inh-2 = DAX1 (NR0B1) inhibitors on StAR promoter, primary screen, cell-based, luminescence, SF-1 (NR5A1), full-length DAX-1 | AID 652010, 2013 | HEK293T StAR-luciferase reporter, SF-1/DAX-1 repression relief | 370,000 compounds, 1.1% hits | inhibition, % at 6.8 µM;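 active = inhibition above the mean over all tested compounds plus 3 SD, cut at about 3.6% in these data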;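 also: 0% = DAX-1 cells with DMSO and 100% = cells lacking DAX-1 with DMSO; higher inhibition means more luminescence from relief of DAX-1 repression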
ssDAF12 agonist = S. stercoralis DAF-12 nuclear receptor activators, primary screen, cell-based, luminescence, HEK293, GRIP1 co-expression, lit1-tk-luc | AID 652126, 2013 | activation, % at 6.8 µM | 370,000 compounds, 1% hits | HEK293 ssDAF-12/GRIP1 lit1-tk-luc reporter; % of 3 µM dafachronic acid response | Nuclear hormone receptor DAF-12 (Strongyloides stercoralis);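 active = activation above the mean over all tested compounds plus 3 SD, cut at about 0.9% in these data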;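 also: 0% = DMSO-only wells and 100% = 3 µM delta7-dafachronic acid wells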
hcDAF-12 act = H. contortus DAF-12 nuclear receptor activators, primary screen, cell-based, luminescence, HEK293, lit1-tk-luc reporter; 370,000 compounds, 1.4% hits; HEK293 hcDAF-12 lit1-tk-luc reporter; 0% DMSO, 100% Δ7-dafachronic acid; activation, % at 6.8 µM;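 active = activation above the mean of all tested compounds plus 3 SD, cut at about 5.5% in these data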;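 also: 100% = response to 3 µM Δ7-dafachronic acid high control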
SMARCA2 act = SMARCA2 (BRM) function activators, primary screen, cell-based, luminescence, high throughput. MG213 cells, MMTV-luciferase reporter, dexamethasone, overnight. activation, % at 9.1 µM. 370,000 compounds, 1% hits. AID 652017, 2013; in the data active = activation above about 7.8%;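 also: 0% = vehicle wells and 100% = reference activator wells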
* hit, by the source's call; i = inactive; . = not tested or not shown.

SMILES	hgDAF12 agonist	GC-A act	PG9 Ab binder	GAA850 FXN act	ADAM10 inh	ADAM17 inh	DAX1 inh-1	DAX1 inh-2	ssDAF12 agonist	hcDAF-12 act	SMARCA2 act
CCCCn1c(N)c(N(CCOC)C(=O)c2ccc(COc3ccccc3)o2)c(=O)[nH]c1=O	0.2	0	0.5	0.2	-4	-5	1.3	-0.2	-1.0	-1.2	-2
CCOc1ccc(NC(=O)C2CC(C)=C(C)CC2C(=O)O)cc1 (stereo not drawn)	2.6	-3	1.3	-3.7	9	-1	0.4	0.2	-1.2	0.0	-2
S=C(Nc1cccc(Cl)c1)NC1CCCCC1	0.4	1	-1.1	-1.6	1	-1	-0.2	-0.6	-1.0	0.0	-5
Cc1cc(C)c(C)c(S(=O)(=O)N2CCN(c3ccccn3)CC2)c1C	-0.4	0	1.9	-0.8	-3	-3	-0.2	-0.2	-1.2	-1.7	-2
Clc1ccc(Cc2ccccn2)cc1	2.0	2	0.5	0.1	-10	-8	-0.9	1.3	-0.9	1.1	-3
CCOC(=O)c1cnc2c(c(C)nn2CC)c1Cl	-2.6	2	-0.3	-0.4	-13	-8	-0.1	-0.6	-1.4	-1.6	-3
O=C(COC(=O)c1cccc(F)c1)Nc1ccc(Cl)cn1	-2.1	-1	-0.9	-1.6	1	1	0.3	0.2	-1.1	-0.5	-1
COC(=O)c1c(C(=O)OC)c(-c2cccc(C)c2)n2c1CS(=O)(=O)C2	2.5	8	1.2	4.2	4	-2	1.4	0.0	-1.5	-1.4	0
Cc1c(C(C)C)c(=O)n(-c2ccc(S(=O)(=O)NC3CC3)cc2)n1C	-3.5	-1	0.2	2.0	1	-2	-1.0	-0.8	-0.9	-1.9	-1
Cc1ccc(C)c(OCC(=O)OCc2csc(CC(=O)Nc3ccccc3C)n2)c1	0.8	1	-1.5	-1.0	-11	0	0.5	0.5	-1.1	1.1	-3
O=C(CCc1ccc(S(=O)(=O)N2CCOCC2)cc1)Nc1nc(COc2ccccc2)cs1	-4.0	1	2.4	-3.3	4	-1	-1.6	-2.8	-2.0	-3.8	-3
N#CCCN(C(=O)Nc1ccccc1)c1ccccc1	3.1	-1	1.4	-2.1	4	-1	1.4	0.2	-1.2	-0.8	0

A portion taken from the entries so far, for reference:
SMILES	hgDAF12 agonist	GC-A act	PG9 Ab binder	GAA850 FXN act	ADAM10 inh	ADAM17 inh	DAX1 inh-1	DAX1 inh-2	ssDAF12 agonist	hcDAF-12 act	SMARCA2 act
Cc1ccc(C)c(OCC(=O)OCc2csc(CC(=O)Nc3ccccc3C)n2)c1	0.8	1	-1.5	-1.0	-11	0	0.5	0.5	-1.1	1.1	-3
O=C(CCc1ccc(S(=O)(=O)N2CCOCC2)cc1)Nc1nc(COc2ccccc2)cs1	-4.0	1	2.4	-3.3	4	-1	-1.6	-2.8	-2.0	-3.8	-3
N#CCCN(C(=O)Nc1ccccc1)c1ccccc1	3.1	-1	1.4	-2.1	4	-1	1.4	0.2	-1.2	-0.8	0

Following part:
SMILES	hgDAF12 agonist	GC-A act	PG9 Ab binder	GAA850 FXN act	ADAM10 inh	ADAM17 inh	DAX1 inh-1	DAX1 inh-2	ssDAF12 agonist	hcDAF-12 act	SMARCA2 act
Cc1ccc2c(c1)N(C(=O)CCC(=O)N1CCN(c3ccccn3)CC1)CCO2	-0.5	1	-2.3	-0.8	-27	-4	-0.5	-0.3	-1.6	-1.7	2
Cc1c(C)c2c(c(C)c1O)CC[C@@](C)(CCC[C@H](C)CCC[C@H](C)CCCC(C)C)O2	0.8	1	0.1	-0.6	0	-4	0.0	-0.9	-1.1	-1.0	-4
Cc1cc(CSc2nc(C)cc(=O)[nH]2)c2ncccc2c1	-4.0	-1	-2.5	1.7	-2	-1	2.3	0.7	-1.9	-1.5	2
Cc1ccc2c(c1)N(CC(=O)Nc1nccs1)C(=O)CO2	-0.6	1	2.8	1.0	-2	2	0.4	1.6	-1.5	0.1	0
CCC(C)c1ccc(S(=O)(=O)N2CCN3CCCC3C2)cc1 (stereo not drawn)	-0.9	3	-1.4	2.2	3	1	-1.4	0.0	-1.3	0.5	0
Cc1cc(-c2ccccc2)nc(N/N=C/c2ccccc2F)n1	7.6	2	-1.8	4.2	0	-3	-0.6	0.3	-1.2	1.6	4
CCCSc1nc(NCc2ccco2)c2c3c(sc2n1)COC(C)(C)C3	6.2	9	2.3	3.0	-40	-8	0.9	-0.9	-1.5	-0.9	0
CSc1nc(C)c(CCO)c(=O)[nH]1	0.4	3	0.3	-0.1	2	-2	1.3	0.0	-0.8	-1.7	0
CC1CCC(NC(=O)CC2Oc3ccccc3NC2=O)CC1 (stereo not drawn)	-2.2	2	-2.2	-0.8	0	5	2.5	-0.2	-1.2	-0.1	-1
Cc1cc(C)cc(OCC(=O)NN2Cc3ccccc3C2=N)c1	0.4	5	-0.9	-1.9	-15	-4	0.1	-0.6	-0.9	0.4	-1
Cc1cc(C2=NNC(=Nc3ccc(S(=O)(=O)N4CCOCC4)cc3)SC2)c(C)n1CC1CCCO1 (stereo not drawn)	-2.9	-6	-2.5	-1.8	-1	-2	0.1	-0.5	-1.0	-1.1	-5
Cc1c(Cl)cccc1NC(=O)C1CC2CCC1C2 (stereo not drawn)	-0.6	0	-3.5	1.7	6	5	.	-0.5	-1.8	-0.3	-6
O=C(C1CCCCC1)N1C[C@@H](n2cc(C3CC3)nn2)[C@H](O)C[C@@H]1c1ccc(Cl)cc1	-1.7	-21	-1.0	-2.0	-13	-3	1.6	-0.9	-1.2	2.1	0
CCC(C)NC(=O)c1ccc(NC(=O)CC2SC(N3CCCC3)=NC2=O)cc1 (stereo not drawn)	1.0	-1	-0.4	1.6	6	-1	-0.7	-0.3	-1.0	0.4	-1
CCOC(=O)c1ccc(CSC(=N)N)o1	2.8	2	-0.3	7.4	4	-4	2.3	0.4	-1.5	-1.4	0
CC(C)(C)c1ccc(OCC(=O)Nc2ccncc2)cc1	2.4	0	-2.5	0.0	3	2	-2.2	-0.1	-1.2	1.9	-4
COc1cccc(NS(=O)(=O)c2ccc(C)c(C(=O)N3CCCCC3)c2)c1	1.1	-1	1.4	0.8	-4	-2	-0.5	-1.0	-0.5	-1.1	-2
CC(C)c1ccc(NC(=O)C2CCC(CNC(=O)[C@@H]3Cc4ccccc4CN3)CC2)cc1 (stereo partly drawn)	-1.0	1	-0.1	-0.9	3	3	0.0	-0.3	-0.3	0.6	-2
Cc1ccc(N2CC(C(=O)OCC(=O)c3ccc(C)c([N+](=O)[O-])c3)CC2=O)cc1 (stereo not drawn)	2.8	-2	-0.3	0.6	9	1	1.0	3.1	-0.2	-0.6	-4
O=C1OC(c2ccccc2)=C/C1=C/c1cccs1	8.4	3	-2.8	2.0	-125	-43	2.9	0.6	-0.8	0.7	0
O=C1CCCC2=C1C(c1ccncc1)c1c(nc(SCc3ccccc3)[nH]c1=O)N2 (stereo not drawn)	-0.6	6	-0.8	-3.2	i	-128	0.2	-0.7	-1.0	-2.6	-2
Cc1ccc(Cn2ncc3c(NN)ncnc32)cc1	1.9	3	-2.7	-1.3	4	-2	0.4	0.4	-0.7	2.0	0
CCNC(=O)CC1C(=O)N(c2ccccc2)C(=O)N1CCc1ccc(OC)cc1 (stereo not drawn)	0.5	0	1.2	-0.9	6	-4	-0.8	0.0	0.1	-0.6	2
Cc1cc(C)c(C)c(S(=O)(=O)NCC(=O)O)c1C	-1.4	4	-1.8	-1.2	-9	1	0.7	1.2	-1.2	-1.1	-5

Ordered by length of the SMILES (lowest first): part of the list above.
SMILES	hgDAF12 agonist	GC-A act	PG9 Ab binder	GAA850 FXN act	ADAM10 inh	ADAM17 inh	DAX1 inh-1	DAX1 inh-2	ssDAF12 agonist	hcDAF-12 act	SMARCA2 act
COc1cccc(NS(=O)(=O)c2ccc(C)c(C(=O)N3CCCCC3)c2)c1	1.1	-1	1.4	0.8	-4	-2	-0.5	-1.0	-0.5	-1.1	-2
CC(C)c1ccc(NC(=O)C2CCC(CNC(=O)[C@@H]3Cc4ccccc4CN3)CC2)cc1 (stereo partly drawn)	-1.0	1	-0.1	-0.9	3	3	0.0	-0.3	-0.3	0.6	-2
O=C(C1CCCCC1)N1C[C@@H](n2cc(C3CC3)nn2)[C@H](O)C[C@@H]1c1ccc(Cl)cc1	-1.7	-21	-1.0	-2.0	-13	-3	1.6	-0.9	-1.2	2.1	0

(list continues)
SMILES	hgDAF12 agonist	GC-A act	PG9 Ab binder	GAA850 FXN act	ADAM10 inh	ADAM17 inh	DAX1 inh-1	DAX1 inh-2	ssDAF12 agonist	hcDAF-12 act	SMARCA2 act
FC(F)(F)c1ccccc1Cc1c(-c2cccc(Br)c2)nc2c3ccccc3ccn12	9.4	3	0.2	.	-12	-4	.	1.4	1.4*	5.8*	5
CCNC(=S)NNC(=O)C1CCCCC1	-0.1	.	-0.1	1.3	3	0	0.3	0.5	-1.3	-1.7	-1
Cc1csc(N/N=C/c2ccccn2)n1	9.3	-1	-0.6	0.2	1	1	-1.9	2.3	1.3*	6.2*	-1
CC(=O)Nc1ccc(N(CC(=O)NC2CCCC2)C(=O)CCC(=O)Nc2cc(C)on2)cc1	0.0	1	-1.4	-2.6	-3	-1	1.0	-0.2	-0.8	0.2	-2
Cc1cc(C)n(CC(=O)N/N=C/c2cc([N+](=O)[O-])ccc2O)n1	-1.2	1	-2.2	-1.3	-1	1	-2.0	0.3	0.2	-1.0	-3
Cc1cc2c(cc1C)NC1(C[C@H]3CCC(=O)N4CC[C@@H](C1)[C@@H]34)C(=NC(C)(C)CC(C)(C)C)N2 (stereo partly drawn)	3.3	-5	-1.6	-0.6	5	-1	-0.6	0.4	-0.7	0.2	2

Taken from above.
Cc1ccc(C)c(OCC(=O)OCc2csc(CC(=O)Nc3ccccc3C)n2)c1 in ADAM10 inh is listed with -11
S=C(Nc1cccc(Cl)c1)NC1CCCCC1 in hgDAF12 agonist is listed with 0.4
FC(F)(F)c1ccccc1Cc1c(-c2cccc(Br)c2)nc2c3ccccc3ccn12 in DAX1 inh-2 is listed with 1.4
Cc1cc(C)cc(OCC(=O)NN2Cc3ccccc3C2=N)c1 in DAX1 inh-1 is listed with 0.1
